a7 integrin act – activates integrin-mediated alleviation for muscular dystrophy; Potency, µM (highest dose often 38.3 µM), for the others: at the highest dose activation, hits mostly activators; actives 0.064% (n = 350,000); AID 624291; alpha7betagal myoblasts, beta-gal FDG fluorescence, 48 h;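 further: potency means the concentration at half of the fitted maximal effect; 100% = response of the positive control SU9516; nearly all actives have a fitted effect of over 60% in size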
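alpha7betagal+/- myoblasts (passage 13, 250/well) treated 48 h at 37C with compounds at 1:260 dilution of DMSO stock. Lysed, then beta-galactosidase activity read as FDG fluorescence (ex 480/em 540) after 30 min, with pre-read for autofluorescence.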
KCNH2 3.1 block – inhibitors of human KCNH2 3.1 potassium channel isoform. AID 720553. activity change, % (tested at about 1.8 µM). actives 0.95% (n = 340,000). U2OS KCNH2 3.1, thallium flux FluxOr; active compounds read low;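 active means maximum activity change below -70%; inconclusive means maximum activity change from -70% to -50%; inactive means maximum activity change above -50%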;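 further: thallium influx rate constant from kinetic fluorescence after stimulation buffer; on the % scale 0 is the no-effect control and ±100 the full control effect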
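Kinetic fluorescence (2 min after stimulation buffer) measures Tl+ influx through KCNH2 3.1 expressed by viral transduction in U2OS cells; the rate constant is normalized against DMSO controls serving as positive and negative references.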
GALK inhibitor – galactokinase (human) inhibition | P51570 | AID 1868 | Potency, µM (highest dose often 57.5 µM), inactives show at the highest dose activity change, negative = inhibition, hits mostly inhibitors | Purified GALK, Kinase-Glo residual ATP luminescence | actives 0.007% (n = 270,000); further: potency means the concentration at half of the fitted maximal effect; on the % scale 0 is the no-effect control and ±100 the full control effect
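5 nM enzyme, 35 uM ATP, 100 uM galactose, 20 mM HEPES pH8.0, 5 mM MgCl2; 1 h RT; residual ATP by Kinase-Glo Plus luminescence, qHTS format.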
FBPA coupling cs – inhibits coupling enzyme system, counter-screen for aldolase hits; coupling enzyme system counterscreen, AmpLite Red fluorescence; activity change, negative = inhibition, % at 58.2 µM, hits read low; actives 0.67% (n = 290,000); in the data active means activity change below about -30%; further: on the % scale 0 is the no-effect control and ±100 the full control effect
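Compounds tested against the coupling enzymes alone at 57.5 uM final; readout was AmpLite Red fluorescence (525/598 nm) after 20 min at RT.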
ASM inhibitor – blocks human secretory acid sphingomyelinase; P17405; placental ASM, HMU-PC fluorogenic substrate, 60 min; Potency, µM (highest dose often 57.5 µM), inactives show top-dose activity change, negative = inhibition, hits mostly inhibitors; actives 0.006% (n = 340,000); AID 504937; further: potency means the concentration at half of the fitted maximal effect
Target sequence (P17405 47-631 limits assumed): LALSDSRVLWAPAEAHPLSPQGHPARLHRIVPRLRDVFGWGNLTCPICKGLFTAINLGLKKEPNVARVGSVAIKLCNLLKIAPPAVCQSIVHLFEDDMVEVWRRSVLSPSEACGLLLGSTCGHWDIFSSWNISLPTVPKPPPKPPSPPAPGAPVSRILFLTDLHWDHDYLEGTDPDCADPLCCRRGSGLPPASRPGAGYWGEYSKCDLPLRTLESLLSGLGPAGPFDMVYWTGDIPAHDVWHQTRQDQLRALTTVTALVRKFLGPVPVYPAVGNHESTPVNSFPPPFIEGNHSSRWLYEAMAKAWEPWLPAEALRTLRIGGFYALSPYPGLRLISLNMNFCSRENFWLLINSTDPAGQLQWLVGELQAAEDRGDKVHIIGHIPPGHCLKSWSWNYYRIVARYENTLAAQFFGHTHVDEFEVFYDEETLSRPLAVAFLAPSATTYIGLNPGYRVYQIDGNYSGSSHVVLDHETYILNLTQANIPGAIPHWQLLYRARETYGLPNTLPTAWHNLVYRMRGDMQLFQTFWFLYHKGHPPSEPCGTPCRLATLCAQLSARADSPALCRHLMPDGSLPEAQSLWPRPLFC
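Human placenta-derived ASM enzyme was preincubated with compound for 10 minutes at room temperature, then given fluorogenic substrate HMU-PC0 (9 uM final) for 60 minutes at 37 °C; a pH 10 stop preceded fluorescence reading at Ex 386/Em 447 nm.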
TRPV1 agonist – human TRPV1 agonism; activation, % at 8.33 µM; actives 0.19% (n = 320,000); TRPV1-expressing cells, Fluo-8 calcium influx, agonist mode; in the data active means activation above about 80%; inconclusive means between about 30% and that limit; further: 0% is about no effect
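Fluo-8 calcium influx in TRPV1-expressing cells, kinetic read (ex 480/em 520 nm). Compound added and read 3 min for agonist activity, followed by capsaicin at EC20 final and 2 min further read for enhancement.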
A-T KAP1 phos – candidate therapy for ataxia-telangiectasia; […] A-T fibroblasts, KAP-1 phosphorylation AlphaLISA; neocarzinostatin DNA damage 30 min before lysis; Potency, µM (highest dose often 57.5 µM), for the others: top-dose activation, most hits filed as activators; actives 0.19% (n = 320,000); AID 485349; further: potency means the concentration at half of the fitted maximal effect; % of control where 0% means no effect; nearly all actives have a fitted effect of over 45% in size
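hTERT-immortalized A-T patient fibroblasts ([…]), 500 cells/well in OPTI-MEM, 1% FBS, got compounds for 60 min, then NCS for 30 min at 37C. Lysates were then assayed for phospho-KAP-1 by AlphaLISA (anti-pKAP1 donor, anti-KAP1 acceptor beads), 6 hr at 25C.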
MBNL1 CUG block – blocks human MBNL1 binding to CUG repeat RNA | Q9NR56 | TR-FRET MBNL1-His/biotin-(CUG)12 binding, 665/545 ratio | Potency, µM (highest dose often 57.5 µM), for the others: at the highest dose activity change, negative = inhibition, actives largely listed as inhibitors | actives 0.036% (n = 280,000); active means well fitted inhibition curve with a large enough effect in the signal ratio, with a control signal flat, not every such curve was filed as active; inconclusive means small, poorly fitted or top-dose-only effect, or effect the other way, or a change in a side signal; inactive means no such curve, though single readings can be large or run the other way; the % refers to the signal ratio; further: potency means the concentration at half of the fitted maximal effect; on the % scale 0 is the no-effect control and ±100 the full control effect
Target sequence (Q9NR56 whole entry, looked up): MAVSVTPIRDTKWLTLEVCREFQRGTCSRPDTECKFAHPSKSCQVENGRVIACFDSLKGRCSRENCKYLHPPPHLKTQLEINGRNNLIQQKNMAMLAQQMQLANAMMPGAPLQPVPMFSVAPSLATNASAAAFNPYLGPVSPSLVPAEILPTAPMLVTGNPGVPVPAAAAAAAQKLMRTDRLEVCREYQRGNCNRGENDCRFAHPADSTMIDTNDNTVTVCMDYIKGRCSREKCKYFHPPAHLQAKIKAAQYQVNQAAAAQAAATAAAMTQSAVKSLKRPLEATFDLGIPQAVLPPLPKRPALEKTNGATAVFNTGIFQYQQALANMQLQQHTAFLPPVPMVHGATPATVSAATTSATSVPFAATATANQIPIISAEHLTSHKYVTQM
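Ratiometric TR-FRET (665 over 545 nm, excitation 340 nm) tracks disruption of MBNL1-His/biotin-(CUG)12 complex after 60 min at room temperature, with compounds at 92 nM to 58 uM final.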
MLL CXXC-DNA inh – inhibitors of human MLL CXXC domain-DNA interaction. actives 0.037% (n = 290,000). MLL-CXXC / FITC-HOXA9 DNA fluorescence polarization. Q03164. Potency, µM (highest dose often 115 µM), without a hit: top-dose activity change, negative = inhibition, actives largely listed as inhibitors. AID 2662; active means well fitted inhibition curve with a large enough effect in the polarisation, with a control signal flat, not every such curve was filed as active; inconclusive means small, poorly fitted or top-dose-only effect, or effect the other way, or a change in a side signal; inactive means no such curve, though single readings can be large or run the other way; the % refers to the polarisation; further: potency means the concentration at half of the fitted maximal effect
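Steps: dispense CXXC domain solution (7 uM) → pin compounds or unlabeled HOX-A9 DNA control → 5 min ambient → add FLSN-HOX-A9 solution (50 nM) → spin → 30 min ambient → fluorescence polarization. Tris pH 7.5/NaCl/DTT/BSA buffer.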
hERG WT inh – blocks the wildtype human KCNH2 potassium channel; Q12809; U2OS, BacMam KCNH2, thallium flux FluxOr; active compounds read low; activity change, % at 1.84 µM; actives 0.37% (n = 340,000); AID 720551;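 active means maximum activity change below -70%; inconclusive means maximum activity change between -70% and -50%; inactive means maximum activity change above -50%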; further: on the % scale 0 is the no-effect control and ±100 the full control effect
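U2OS cells transduced with wild-type KCNH2 virus are loaded with FluxOr dye for 45 min, and thallium flux is measured in kinetic reads before and after stimulation buffer. Rate constants are normalized to DMSO controls.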
Numbers without * were called inactive; u = inconclusive; x = no result given; [ ] = remark or other dose. Unless noted, the call rests on the fitted dose curve; in most records, active means well fitted curve in the direction sought with a large enough effect; inconclusive means small, poorly fitted or top-dose-only effect, or another doubt; inactive means no such curve, though single readings can be large; an effect the other way counts as inactive or inconclusive.

SMILES	a7 integrin act	KCNH2 3.1 block	GALK inhibitor	FBPA coupling cs	ASM inhibitor	TRPV1 agonist	A-T KAP1 phos	MBNL1 CUG block	MLL CXXC-DNA inh	hERG WT inh
Cc1nnc2n(C3CCCCC3)c(=O)c3c4c(sc3n12)COC(C)(C)C4	-11%	1	-1%	1	3%	u	-1%	-1%	0%	-7
Cc1noc(C)c1COC(=O)Cc1ccc(Br)cc1	-28%	-5	9%	2	4%	4	14%	-2%	1%	4
C=CCn1cccc(C(=O)Nc2ccc(C)c(Cl)c2)c1=O	0%	-2	-1%	0	-3%	u	-4%	-3%	11%	-4
Cc1cc(C)nc(Nc2ccc(Cl)cc2C)n1	8%	5	4%	-5	0%	6	3%	-3%	-13%	-1
Cc1ccc(S(=O)(=O)N/N=C\c2cn(CC(N)=O)c3ccccc23)cc1	-3%	-4	-1%	-4	-3%	-2	4%	3%	-10%	-12
COc1ccccc1CNC(=O)CSc1ccc(-c2ccccn2)nn1	-4%	-5	8%	-1	10%	4	-4%	-4%	6%	-7
Cc1ccc(-n2c(SCC(=O)NC3CCS(=O)(=O)C3)nc3ccccc3c2=O)cc1 (stereo not given)	-35%[inhibitor]	7	0%	-2	-3%	2	6%	0%	3%	8
Nc1ccc(-c2n[nH]c(=O)c3ccccc23)cc1N	-17%[7.66 µM]	21	0%	0	-3%	-1	5%	20%	10%	-4
CC(C)C[C@H]1CNC(=O)C(=O)N1C[C@H](C)NC(=O)Cc1ccccc1	9%	-4	x	4	3%	-3	1%	-2%	2%	-10
CCc1ccc2oc(C(=O)N3CCN(c4ccccc4OC)CC3)cc(=O)c2c1	-18%	3	2%	2	-4%	1	-2%	-13%	14%	18

Continued, starting with the last 7 of the part before.
SMILES	a7 integrin act	KCNH2 3.1 block	GALK inhibitor	FBPA coupling cs	ASM inhibitor	TRPV1 agonist	A-T KAP1 phos	MBNL1 CUG block	MLL CXXC-DNA inh	hERG WT inh
Cc1cc(C)nc(Nc2ccc(Cl)cc2C)n1	8%	5	4%	-5	0%	6	3%	-3%	-13%	-1
Cc1ccc(S(=O)(=O)N/N=C\c2cn(CC(N)=O)c3ccccc23)cc1	-3%	-4	-1%	-4	-3%	-2	4%	3%	-10%	-12
COc1ccccc1CNC(=O)CSc1ccc(-c2ccccn2)nn1	-4%	-5	8%	-1	10%	4	-4%	-4%	6%	-7
Cc1ccc(-n2c(SCC(=O)NC3CCS(=O)(=O)C3)nc3ccccc3c2=O)cc1 (stereo not given)	-35%[inhibitor]	7	0%	-2	-3%	2	6%	0%	3%	8
Nc1ccc(-c2n[nH]c(=O)c3ccccc23)cc1N	-17%[7.66 µM]	21	0%	0	-3%	-1	5%	20%	10%	-4
CC(C)C[C@H]1CNC(=O)C(=O)N1C[C@H](C)NC(=O)Cc1ccccc1	9%	-4	x	4	3%	-3	1%	-2%	2%	-10
CCc1ccc2oc(C(=O)N3CCN(c4ccccc4OC)CC3)cc(=O)c2c1	-18%	3	2%	2	-4%	1	-2%	-13%	14%	18
COc1ccc(CN2CCNC(=O)C2CC(=O)NC2CCOCC2)cc1C (stereo not given)	9%	-1	-5%	-6	6%	3	-3%	10%	-16%	-19
Cc1cc(S(=O)(=O)NCC(C)C)ccc1OCC(=O)NCC1CCCO1 (stereo not given)	21%	-6	2%	6	0%	-3	-17%	-26%	0%	6
O=C1C=C(c2ccc(C(=O)O)cc2)C[C@@H](c2ccc(Cl)cc2)C1	0%	26	x	x	-4%	-1	1%	x	x	10
COc1nnnc2c1sc1nc(N3CCOCC3)c3c(c12)CC(C)(C)OC3	x	x	4%	1	x	-3	20%	2%	11%	x
O=C(CCCn1c(=O)[nH]c2ccsc2c1=O)N1CCN(Cc2ccc3c(c2)OCO3)CC1	1%	1	0%	5	-1%	0	0%	-23%	-8%	-3
CCOC(=O)C1CCCN(C(=O)c2cccc(S(=O)(=O)N(Cc3ccccc3)c3ccccc3OC)c2)C1 (stereo not given)	-14%	-8	x	x	-1%	26	3%	x	x	-1
COc1ccc(-c2cc(C(=O)N3CCOCC3)c3cc(C)ccc3n2)cc1	-24%	-2	0%	-1	143%[activator]	11	15%	9%	-5%	9
Cc1ccc2nc(Cl)c(/C=N/Nc3nc(C)cc(C)n3)c(=O)n2c1	-5%	-1	1%	-1	139%[activator]	1	-7%	x	28%	-3
CCC(=O)c1ccc(OCC(O)CN2CC(C)OC(C)C2)cc1 (stereo not given)	21%	20	11%	2	-5%	0	4%	-1%	0%	18
CCCCCC(=O)N/N=C(\C)c1ccccn1	3%	0	0%	-1	7%	1	-11%	-5%	-6%	-1

Some values from the results shown:
Under MLL CXXC-DNA inh, COc1ccc(-c2cc(C(=O)N3CCOCC3)c3cc(C)ccc3n2)cc1 shows -5%
Under hERG WT inh, O=C(CCCn1c(=O)[nH]c2ccsc2c1=O)N1CCN(Cc2ccc3c(c2)OCO3)CC1 shows -3

(list continues)
SMILES	a7 integrin act	KCNH2 3.1 block	GALK inhibitor	FBPA coupling cs	ASM inhibitor	TRPV1 agonist	A-T KAP1 phos	MBNL1 CUG block	MLL CXXC-DNA inh	hERG WT inh
CCOc1ccccc1NC(=O)c1ccc(S(=O)(=O)N(C)C)cc1	9%	-2	0%	-1	-9%	-1	2%	-2%	11%	-11
NC(=O)c1ncn([C@@H]2O[C@H](CNC(=O)[C@@H](N)Cc3cccnc3)[C@@H](O)[C@H]2O)n1	-4%	-1	x	x	6%	x	x	x	x	-4
COCCn1c(SCC(=O)Nc2ccc(C)cc2)nc2c(oc3ccccc32)c1=O	26%	-14	0%	3	-1%	-8	11%	-12%	4%	30
CCC(C)C(NC(=O)C1CCC(C)CC1)C(=O)Nc1cc(OC)ccc1OC (stereo not given)	-4%	u	1%	-7	0%	u	x	-10%	-14%	-10
O=c1oc(-c2ccc([N+](=O)[O-])cc2)nc2ccc(O)cc12	u	5	-3%	-2	-6%	-1	-2%	u	25%	-3
O=C(CN1CCN(c2ccccc2)CC1)Nc1ccc(-n2cnnn2)cc1	2%	-18	-1%	4	7%	-12	-13%	-4%	16%	1
NS(=O)(=O)c1cccc(NC(=O)CN2C(=O)C(=O)N(Cc3ccccc3)C2=O)c1	u	-6	x	x	-4%	x	12%	x	x	0
Cc1ccc(C)c(N2CCN(S(=O)(=O)c3cn(C)cn3)CC2)c1	-19%	14	2%	0	1%	4	3%	-11%	-10%	-4
COc1cccc(CNC(=O)C(=O)NCC2CCCN2S(=O)(=O)c2cc(C)ccc2C)c1 (stereo not given)	1%	-6	x	x	1%	10	-5%	x	x	8
CN(Cc1cnccn1)Cc1nc(Cc2ccccc2F)no1	28%	5	3%	3	-2%	-7	7%	-4%	-8%	-9
CC(=O)N1N=C(c2ccccc2)CC1c1ccc(F)cc1 (stereo not given)	-9%	-17	9%	1	2%	3	14%	4%	-3%	-9
Cc1ccc(-c2nnn(CC(=O)N(CC3CCCO3)C(C(=O)NC3CCCCC3)c3ccc(F)cc3)n2)o1 (stereo not given)	-10%	15	-4%	1	2%	9	0%	-2%	18%	21
CC(OC(=O)C1CC(=O)N(Cc2ccco2)C1)C(=O)Nc1ccccc1[N+](=O)[O-] (stereo not given)	0%	1	x	x	-4%	-2	6%	x	x	-31
CC(C)N(Cc1c(O)ccc2c(=O)c(-c3ccc(Cl)cc3)coc12)C(C)C	u	0	4%	4	6%	1	0%	5%	-7%	-22
CCCNC(=S)N1CCN(CC)CC1	-7%	0	2%	1	4%	0	-2%	x	-6%	-6
CCCCn1c(N)c(N(CCOC)C(=O)c2ccc(COc3ccccc3)o2)c(=O)[nH]c1=O	-22%	1	x	x	8%	0	-2%	x	x	-10
O=C(/C=C\c1ccc2c(c1)OCO2)NC1(C(=O)Nc2ccc3c(c2)OCCO3)CCCCC1	-1%	3	1%	-3	-1%	-1	7%	-11%	-8%	-21
Cn1c(CNc2cccc(Cl)c2)nnc1SCC(=O)OC1CCCCC1	-2%	4	3%	5	-2%	5	8%	-8%	5%	-7
Cc1nn(CCOc2ccccc2)c(=O)n1-c1ccc(F)cc1	34%	4	2%	2	3%	2	5%	-18%	-1%	-5
Cc1c(NC(=O)/C(C#N)=C/c2ccc(-c3ccccc3Cl)o2)c(=O)n(-c2ccccc2)n1C	7%	2	0%	-2	-16%	0	-6%	x	7%	-11
COc1ccc(CCNC(=O)CNCCc2ccc(F)cc2)cc1	-42%	-13	-2%	-1	-1%	3	26%	0%	8%	2
Cc1cccn2c(=O)c(/C=C(\C#N)C(N)=O)c(N3CCN(Cc4ccc5c(c4)OCO5)CC3)nc12	17%	-4	0%	-1	33%[activator]	3	6%	u	14%	8
Cc1cc2c(N3CCCCC3C)ncnc2s1 (stereo not given)	-19%	-4	1%	4	2%	u	-2%	-3%	-3%	1

Source: PubChem BioAssay (National Center for Advancing Translational Sciences (NCATS))
